Anesthetic bind = candidate novel general anesthetic via apoferritin binding | apoferritin/1-aminoanthracene competitive binding, fluorescence | P02791 | hit rate 0.074% among 350,000 | Potency, µM (titrated, usually from 77.5 µM), for inactives: at the highest dose activity change, negative = displacement, actives largely listed as inhibitors; further: potency means the concentration at half of the fitted maximal effect; on the % scale 0 is the no-effect control and ±100 the full control effect; nearly all actives have a fitted effect of over 20% in size
Target sequence (P02791 2-175 limits assumed): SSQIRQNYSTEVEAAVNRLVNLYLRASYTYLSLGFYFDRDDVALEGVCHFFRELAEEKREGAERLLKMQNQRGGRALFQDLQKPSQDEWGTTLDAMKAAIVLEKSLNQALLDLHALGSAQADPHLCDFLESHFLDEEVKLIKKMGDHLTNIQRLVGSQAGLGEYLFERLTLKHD
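Horse-spleen apoferritin (10 uM) in 50% saturated 1-aminoanthracene in PBS was incubated 10 min at room temperature with compound. Fluorescence (ex 380, em 535 nm) was normalized to free and bound 1-AMA, with concentration-response fitted by a four-parameter Hill equation.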
RXFP1 ag = activates the human relaxin receptor RXFP1; hit rate 0.3% among 370,000; AID 2676; HEK293T-RXFP1 cAMP TR-FRET, 30 min; response scale: percent of porcine relaxin response, buffer zero; Potency, µM (titrated, usually from 57.5 µM), inactives show top-dose activation, actives largely listed as activators; further: potency means the concentration at half of the fitted maximal effect; on the % scale 0 is the no-effect control and ±100 the full control effect; nearly all actives have a fitted effect of over 60% in size; many of its hits are not listed in these tables
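HEK293T cells stably expressing RXFP1 were pretreated with the PDE4 inhibitor Ro 20174, exposed to compounds for 30 min at 37C, lysed, and cAMP was read by TR-FRET. Data normalized to buffer (basal) and 29 nM porcine relaxin (100%).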
TRHR ag = activates the human TRH receptor | AID 493084 | hit rate 0.18% among 360,000 | activation, % at 2 µM | TRHR cells, calcium flux fluo-8, FDSS agonist mode | P34981; in the data active means activation above about 30%; further: 0% is about no effect
Target sequence (P34981 whole entry, looked up): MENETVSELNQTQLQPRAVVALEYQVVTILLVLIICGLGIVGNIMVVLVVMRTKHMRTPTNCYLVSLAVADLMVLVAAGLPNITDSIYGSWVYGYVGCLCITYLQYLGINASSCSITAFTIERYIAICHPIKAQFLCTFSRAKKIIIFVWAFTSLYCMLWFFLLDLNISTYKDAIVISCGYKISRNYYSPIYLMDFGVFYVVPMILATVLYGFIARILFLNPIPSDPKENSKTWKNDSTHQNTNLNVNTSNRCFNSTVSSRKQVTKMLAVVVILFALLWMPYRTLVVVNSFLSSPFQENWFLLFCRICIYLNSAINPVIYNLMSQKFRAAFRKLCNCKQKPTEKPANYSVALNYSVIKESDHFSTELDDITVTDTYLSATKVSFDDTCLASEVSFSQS
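Fluo-8-loaded TRHR cells; 10 s baseline, compound added, kinetic Ca2+ fluorescence read 1/s, agonist mode.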
D2 PAM = D2 dopamine receptor (human) potentiation; HEK293 T-REx D2, calcium flux, EC20 dopamine potentiation; AID 485347; hit rate 0.34% among 340,000; P14416; potentiation, % at 10 µM;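 active means potentiation over 3 SD above the plate norm, cut at about 30% in these data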; further: 0% is about no effect
Target sequence (P14416 whole entry, looked up): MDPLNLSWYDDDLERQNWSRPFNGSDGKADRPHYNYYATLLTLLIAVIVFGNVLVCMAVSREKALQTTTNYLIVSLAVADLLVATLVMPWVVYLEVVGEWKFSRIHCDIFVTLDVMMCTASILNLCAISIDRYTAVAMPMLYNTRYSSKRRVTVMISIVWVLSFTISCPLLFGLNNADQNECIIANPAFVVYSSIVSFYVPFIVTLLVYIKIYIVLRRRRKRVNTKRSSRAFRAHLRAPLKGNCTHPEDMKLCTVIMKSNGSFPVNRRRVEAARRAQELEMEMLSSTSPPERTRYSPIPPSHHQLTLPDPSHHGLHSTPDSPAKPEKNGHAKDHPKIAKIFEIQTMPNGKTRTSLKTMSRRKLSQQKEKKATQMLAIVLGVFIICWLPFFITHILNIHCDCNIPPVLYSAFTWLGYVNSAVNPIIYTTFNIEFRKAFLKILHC
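Potentiation of an EC20 dopamine calcium response measured kinetically over 180 s, after a preceding 180 s compound-only read flagging agonists. Cells: inducible Hek293 Trex D2 line, 4000/well, cultured overnight at 30 C before dye loading.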
RXFP1 antagonist = RXFP1 (human) relaxin receptor antagonism; hit rate 0.59% among 350,000; Q9HBX9; HEK293-RXFP1, relaxin-stimulated cAMP HTRF, 30 min; active compounds read low; activity change, negative = inhibition, % at 57.5 µM;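 active means activity change of -60% or lower, but not beyond a set lower limit; inconclusive means change between -60% and -40%, or beyond the set limit; inactive means change above -40%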; further: on the % scale 0 is the no-effect control and ±100 the full control effect
D1 antagonist = blocks dopamine activation of the human D1 receptor; HEK293 TREx D1 cells, calcium flux, dopamine EC80; active compounds read low; activity change, negative = inhibition, % at 10 µM; hit rate 3.2% among 360,000; AID 504652; in the data active means activity change below about -30%; further: on the % scale 0 is the no-effect control and ±100 the full control effect
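After overnight tetracycline induction at 30 C, force-coupled D1 HEK293 cells took up a no-wash calcium dye at room temperature. Compounds were added and monitored 180 s, and the response to EC80 dopamine was then recorded.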
D1 PAM = human D1 dopamine receptor positive modulation; HEK293 TREx D1 cells, calcium flux, dopamine EC20 potentiation; hit rate 0.036% among 360,000; potentiation, % at 10 µM; P21728; in the data active means potentiation above about 30%; further: 0% is about no effect
D1 agonist = human D1 receptor agonism | P21728 | HEK293 T-REx D1 cells, calcium flux, agonist mode | activation, % at 2 µM | hit rate 1% among 360,000 | AID 504660; in the data active means activation above about 30%; further: 0% is about no effect
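Inducible HEK293 T-REx D1 cells, force-coupled to calcium signalling, were plated at 4000 cells/well with tetracycline and held overnight at 30 C. After no-wash calcium dye loading, compound-evoked calcium rise over 180 s flagged agonists.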
TRHR PAM = allosteric enhancers of human TRH receptor; P34981; TRHR cells, fluo-8 calcium fluorescence, EC20 TRH enhancement; enhancement, % at 2 µM; hit rate 0.66% among 360,000; AID 493056; in the data active means enhancement above about 30%; further: 0% is about no effect
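TRHR-expressing cells loaded with fluo-8 calcium dye were read kinetically (ex 480/em 530) during compound addition, then stimulated with an EC20 of TRH (10 nM final). Enhancement of the Gq-mediated intracellular calcium response was scored.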
Starred values were filed as active, the others as inactive; ? = inconclusive; nt = not tested or not shown; & = joins results of further samples; [ ] = dose if it differs, or a comment. Unless noted, the call rests on the fitted dose curve; in most records, active means well fitted curve in the direction sought with a large enough effect; inconclusive means small, poorly fitted or top-dose-only effect, or another doubt; inactive means no such curve, though single readings can be large; an effect the other way counts as inactive or inconclusive.

compound,Anesthetic bind,RXFP1 ag,TRHR ag,D2 PAM,RXFP1 antagonist,D1 antagonist,D1 PAM,D1 agonist,TRHR PAM
CC1=Nc2ccc3ccccc3c2C1(C)C,-13%,3.3%,9.7,-6,0,-10,-8,15,-4
Cc1ccccc1OCC(=O)NCCNC(=O)c1ccccn1,1%,1.0%,0.8,16,5,10,nt,6,0
CSCC[C@H](NC(=O)c1ccc2ccccc2c1)C(=O)N1CCC2(CC1)NCCc1[nH]cnc12,-3%,2.0%,1.0,-3,-7,-3,-2,3,1
CCOc1ccc(CCNC(=O)c2sc3ncccc3c2-n2cccc2)cc1OCC,-20%,-0.4%,-0.5,0,-15,-2,0,8,6
CC(=O)c1cccc(NC(=O)[C@H](Cc2ccccc2)N2Cc3ccccc3C2=O)c1,-7%,-2.4%,0.6,11,nt,1,2,2,7
O=C(CSc1ccc(-c2ccc(Br)cc2)nn1)NCC1CCCO1 (stereo unspecified),-4%,5.5%,-0.5,-4,7,-14,-4,0,8
S=C(NCc1ccc(Cl)cc1)NC12CC3CC(CC(C3)C1)C2,?,0.2%,1.0,14,-20,-9,5,8,8
CC(N=C1NS(=O)(=O)c2ccccc21)C(=O)N1CCc2ccccc2C1 (stereo unspecified),-21%,-0.8%,-0.2,26,-16,-3,4,3,0
CCOC(=O)C1CCCN(C(=O)c2ccc(C(=O)c3ccccc3)cc2)C1 (stereo unspecified),nt,-2.6%,2.4,8,2,7,4,3,-1
CCN1/C(=C2/SC(=S)N(NC(C)=O)C2=O)Sc2ccccc21,-3%,17%,-0.5,2,17,11,0,4,-1
O=C(Nc1cc(C(F)(F)F)ccc1F)C1CCCC1,?,-2.4%,0.0,5,-6,-16,2,3,1
Cc1c(Cl)c([N+](=O)[O-])nn1CC(=O)NCc1ccco1,-13%,1.2%,0.1,-4,-21,5,2,3,-2
O=C(CN1C(=O)C2C3CCC(C3)C2C1=O)OCC(=O)c1ccccc1 (stereo unspecified),-15%,1.4%,0.9,7,7,8,12,5,0
Cc1ccc(Cn2nnc3c(=O)[nH]c(C4CCN(C(=O)c5cccs5)CC4)nc32)cc1,-9%,0.4%,0.9,1,1,-15,-5,2,1
CCc1ccc(C2c3c(-c4ccccc4)n[nH]c3C(=O)N2c2ccc(C(=O)O)cc2)cc1 (stereo unspecified),-10%,-0.3%,0.2,1,nt,-11,0,0,7

Complete entries as entered above. Values in the order: Anesthetic bind, RXFP1 ag, TRHR ag, D2 PAM, RXFP1 antagonist, D1 antagonist, D1 PAM, D1 agonist, TRHR PAM
CC(=O)c1cccc(NC(=O)[C@H](Cc2ccccc2)N2Cc3ccccc3C2=O)c1 is listed as -7%, -2.4%, 0.6, 11, nt, 1, 2, 2, 7
CSCC[C@H](NC(=O)c1ccc2ccccc2c1)C(=O)N1CCC2(CC1)NCCc1[nH]cnc12 is listed as -3%, 2.0%, 1.0, -3, -7, -3, -2, 3, 1
CCN1/C(=C2/SC(=S)N(NC(C)=O)C2=O)Sc2ccccc21 is listed as -3%, 17%, -0.5, 2, 17, 11, 0, 4, -1

Additional records:
compound,Anesthetic bind,RXFP1 ag,TRHR ag,D2 PAM,RXFP1 antagonist,D1 antagonist,D1 PAM,D1 agonist,TRHR PAM
CSc1nc2cc(S(=O)(=O)N3CCOCC3)ccc2s1,5%,0.2%,-1.8,nt,-1,0,-3,7,-7
O=C(Nc1nc2c(s1)CCCC2)c1ccc2ncsc2c1,-14%,2.0%,-1.1,7,nt,8,-1,2,7
CCCCNC(=O)N(C)c1nncnc1C(=O)NC,2%,3.4%,0.6,10,5,8,-7,4,-1
O=C(O)c1cccc2c1C(=O)N(Cc1ccccc1)C2,-16%,0.5%,0.8,5,-1,-7,-1,4,1
CCN(CC(=O)Nc1c(F)cccc1F)C(=O)CCNC(=O)c1ccccc1OC,nt,0.7%,-0.3,-8,1,7,-6,0,-7
CCOC(=O)[C@H]1[C@H]2COc3ccc(Cl)cc3[C@@H]2N2C(=O)CN(Cc3ccco3)C(=O)[C@@]12C,nt,-1.5%,0.7,14,nt,5,4,2,1
Cc1ccc(-n2ncc3c2CC(C)(C)CC3NC(=O)c2ccncc2)cc1 (stereo unspecified),-16%,-3.9%,0.0,5,-1,5,-2,3,1
Cn1c(-c2ccncc2)nc2ccccc21,-2%,-0.7%,0.0,-8,15,-9,7,0,6
COc1ccccc1-c1nc2c(c(SCc3cc(C)ccc3C)n1)Cc1c(CO)cnc(C)c1O2,4%,-0.3%,-0.5,2,-19,1,-2,1,2
CN(Cc1cccc2cnccc12)C(=O)c1cc(COc2ccc(F)cc2Cl)on1,?,2.0%,-0.4,-9,17,8,-13,6,-2
O=C(COc1ccc([N+](=O)[O-])cc1)Nc1ccc(CN2CCOCC2)cc1,?,1.0%,0.0,-6,15,5,0,9,-2
COC(=O)c1cc2ccsc2n1CC(=O)Nc1ccc(N(C)C)cc1,-7%,-2.7%,2.2,-7,-25,-6,-5,0,-4
C=CCNC(=O)C1CCCN(S(C)(=O)=O)C1 (stereo unspecified),-4%,0.2%,9.1,-5,5,1,-10,4,-5
O=C(COc1ccc(Cl)cc1Cl)NN1C(=O)C2C3C=CC([C@@H]2C1=O)C31CC1 (stereo partly specified),2%,0.0%,0.0,9,-16,-1,5,1,4
CC(=O)Nc1ccc(S(=O)(=O)NC2=NCN(c3cccc([N+](=O)[O-])c3)CN2)cc1,2%,14%,0.1,-1,-2,9,1,0,0

compound,Anesthetic bind,RXFP1 ag,TRHR ag,D2 PAM,RXFP1 antagonist,D1 antagonist,D1 PAM,D1 agonist,TRHR PAM
Cc1nc2ccc(NC(=O)c3ccc(Cl)s3)cc2s1,-11%,-1.4%,0.6,-2,nt,-9,nt,8,-2
CC(NC(=O)CSc1n[nH]c(=O)n1C1CC1)C12CC3CC(CC(C3)C1)C2 (stereo unspecified),6%,0.2%,1.1,-1,4,-15,-9,0,-4
Cc1cccc(OCCC(=O)Nc2c(C)n(C)n(-c3ccccc3)c2=O)c1,-4%,4.1%,0.7,-7,-3,-15,-6,1,-1
O=C(CN1CCCCC1)NCCNC(=O)CN1CCCCC1,-3%,1.8%,0.5,10,-2,-9,-8,1,2
COc1ccc(C)cc1Nc1nc(C)nc2sc(C)cc12,-10%,-2.1%,-0.7,4,-1,27,6,1,8
Cc1ccccc1OCc1nc2ccccc2c(=O)n1/N=C/c1cn[nH]c1-c1ccc(Br)cc1,2%,-5.6%,2.8,9,2,0,-4,16,12
Cc1ccc(C(=O)NCC(=O)N2CCCCCC2)cc1,1%,-0.5%,0.7,1,-6,2,-5,3,1
Cc1ccc(S(=O)(=O)N2CCN(S(=O)(=O)c3ccc(C)cc3)C2c2ccccc2)cc1,112%[activator],0.3%,0.3,-6,3,-21,-12,2,2
O=C1C(=Cc2ccc(Br)o2)C(=O)c2ccccc21,-11%,27%,-0.5,-5,2,-6,0,1,5
CCOc1ccc(-n2c(=O)c3c4c(sc3n(Cc3cc(=O)n5cc(Cl)ccc5n3)c2=O)CCC4)cc1,-14%,2.8%,-0.7,13,1,-5,0,0,-2
COc1ccccc1NC(=O)c1ccccc1NS(=O)(=O)N1CCCC1,7%,0.1%,-0.4,-3,1,2,2,1,10
Nc1nc(SCc2ccc(F)cc2)n[nH]1,-18%,-3.4%,0.0,-4,-1,-18,2,1,-5
CCCCNc1ccc(-c2nc(-c3ccco3)no2)cc1[N+](=O)[O-],-9%,-2.0%,-0.4,-2,nt,-3,-1,3,-7
Cc1ccccc1C(=O)N1CCC(C(=O)OCC(=O)Nc2cccc([N+](=O)[O-])c2C)CC1,nt,0.5%,1.0,0,-2,-2,7,3,12
Brc1ccc(OCc2cn3ccccc3n2)cc1,-20%,2.3%,-1.0,-7,-2,nt,-9,-2,5

compound,Anesthetic bind,RXFP1 ag,TRHR ag,D2 PAM,RXFP1 antagonist,D1 antagonist,D1 PAM,D1 agonist,TRHR PAM
Cc1ccc(/C(N)=N/OC(=O)Cc2cccc3ccccc23)cc1,-5%,0.3%,1.5,-2,-1,3,-3,17,-5
CC1=N/C(=C\c2ccc([N+](=O)[O-])cc2)C(=O)N1c1ccc(F)cc1F,5%,-1.4%,0.7,-6,8,-8,-8,7,-4
O=C(c1ccc(F)cc1)N1CCN2C(=O)c3ccccc3C12c1ccc(Cl)cc1 (stereo unspecified),-16%,-1.9%,-0.3,-7,-3,nt,-7,0,3
COc1cc(/C=N/NC(=O)C(C)n2nnc3ccccc32)ccc1O (stereo unspecified),?,-1.2%,-0.7,-5,-6,-5,-1,0,1
COc1ccc(CC2(CO)CCN(Cc3cccc4nccnc34)CC2)cc1,?,2.2%,-0.4,5,-2,10,-4,18,-1
COc1ccc(/C=C/C(=O)c2ccncc2)c2ccccc12,5%,0.0%,7.2,4,?,-4,-3,17,-2
COc1cc2c(cc1OC)C(c1ccccc1)NC(C)(C)C2 (stereo unspecified),-2%,3.1%,-0.3,8,10,7,-6,2,-5
CN(C(=O)COC(=O)c1c2c(nc3ccccc13)CCCC2)c1c(N)n(Cc2ccccc2)c(=O)[nH]c1=O,nt,2.2%,-0.1,-2,5,9,-6,7,-2
O=C(c1cccc(Oc2ccc([N+](=O)[O-])cc2Cl)c1)N1CCOCC1,-13%,0.7%,0.7,9,-13,-14,-8,6,-8
CNCCc1ccccn1,33%[activator],-0.7%,0.5,9,-7,7,-4,2,4
CCCN(CCC)C(=O)CSc1nc2ccccc2c(=O)n1CC1COc2ccccc2O1 (stereo unspecified),-16%,0.4%,1.2,10,9,21,-1,5,-7
N#Cc1ccc(OCC(=O)Nc2ccc3[nH]c(=O)[nH]c3c2)cc1,nt,-0.3%,0.1,3,-7,15,4,4,-1
COc1cc(NS(=O)(=O)c2ccc3[nH]c(=O)[nH]c3c2)cc(OC)c1,3%&5%,-0.9%&2.8%,0.0&-0.3,5&-9,0&-14,16&-3,-4&-3,1&0,-7&-2
COc1ccccc1C1/C(=C(/O)c2ccc(C)cc2)C(=O)C(=O)N1CC(C)O (stereo unspecified),-15%,12%,2.3,nt,11,-22,-4,2,-3
CN(C)CCNC(=O)CCCN1C(=O)c2cccnc2Oc2ccc(Cl)cc21,2%,2.9%,0.8,-7,-8,10,3,-2,13
CCCCC(=O)N(Cc1ccc2c(c1)OCO2)Cc1nc2ccccc2c(=O)[nH]1,-15%,0.8%,-0.6,-4,-26,11,-7,2,-5
N#Cc1ccccc1Sc1ccccc1C(=O)N1CCOCC1,-8%,1.4%,0.3,-7,-18,10,-3,-1,5
Cc1c(C)n(Cc2ccc(Cl)cc2)c2ccc(C(=O)NCCc3ccc(S(N)(=O)=O)cc3)cc12,-4%,-0.2%,0.3,13,-10,-36*,-6,5,-9

Only part of the results is shown; rates above refer to the full screens.
